eIF4E 4G PPI = eIF4E/eIF4G interaction inhibition in translation initiation; P63073+Q04637; TR-FRET eIF4E-eIF4GI(517-606) binding, 2 h; inhibition, % at 21.7 µM; hit rate 0.37% among 220,000; AID 782;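 note: 0% = full FRET control wells and 100% = background wells lacking eIF4GI fragment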
Furin inh = human furin inhibition; AID 463115; inhibition, % at 30 µM; purified furin, fluorogenic substrate cleavage; hit rate 0.061% among 220,000; P09958; in the data active = inhibition above about 25%; note: inactives centre near -15
Target sequence (P09958 108-714 limits assumed): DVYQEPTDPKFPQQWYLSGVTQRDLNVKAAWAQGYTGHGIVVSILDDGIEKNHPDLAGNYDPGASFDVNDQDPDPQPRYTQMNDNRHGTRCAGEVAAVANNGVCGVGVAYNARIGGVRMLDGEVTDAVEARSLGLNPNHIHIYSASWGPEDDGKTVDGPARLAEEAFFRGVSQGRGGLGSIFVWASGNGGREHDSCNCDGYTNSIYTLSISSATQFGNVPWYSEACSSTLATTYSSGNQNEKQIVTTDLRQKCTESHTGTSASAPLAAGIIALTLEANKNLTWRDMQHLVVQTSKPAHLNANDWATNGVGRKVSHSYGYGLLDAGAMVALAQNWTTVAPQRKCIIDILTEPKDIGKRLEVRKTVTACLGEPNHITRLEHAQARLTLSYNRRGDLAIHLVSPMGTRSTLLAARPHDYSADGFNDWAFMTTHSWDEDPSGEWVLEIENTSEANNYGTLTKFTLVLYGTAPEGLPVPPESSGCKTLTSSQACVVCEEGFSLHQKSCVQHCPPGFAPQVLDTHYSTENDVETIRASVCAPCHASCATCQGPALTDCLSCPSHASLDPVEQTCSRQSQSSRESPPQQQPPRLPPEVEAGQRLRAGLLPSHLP
NCF1 inh = blocks human p47phox regulatory protein of NADPH oxidases | p47phox/p22phox peptide binding, fluorescence polarization, 2 h | inhibition, % at 24.7 µM | hit rate 0.53% among 220,000 | AID 1274;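 note: 0% = p47phox with labelled peptide and 100% = labelled peptide alone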
14-3-3 Bad inh = disrupts binding of bovine 14-3-3 zeta to phospho-Bad peptide. P63103. TR-FRET 14-3-3zeta/Dy647-pBad peptide displacement, 1 h. inhibition, % at 21.7 µM. hit rate 0.71% among 220,000. AID 781;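 active = inhibition above about 70%, limit read from the data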;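 note: 0% = full 14-3-3 plus peptide FRET controls and 100% = background without 14-3-3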
Target sequence (P63103 whole entry, looked up): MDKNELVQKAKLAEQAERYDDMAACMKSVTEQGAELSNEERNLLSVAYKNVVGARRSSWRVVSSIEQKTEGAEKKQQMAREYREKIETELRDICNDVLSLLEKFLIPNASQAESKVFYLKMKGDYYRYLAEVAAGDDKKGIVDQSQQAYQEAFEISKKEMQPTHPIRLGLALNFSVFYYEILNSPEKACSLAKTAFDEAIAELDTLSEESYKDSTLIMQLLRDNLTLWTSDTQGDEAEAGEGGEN
Cl transport mod = modulators of human KCC2 chloride dependent transport; Q9H2X9; KCC2 cells, thallium flux FluoZin-2 fluorescence; B-score of Tl+ flux slope (higher = more flux/activation; lower = inhibition) at 10 µM; hit rate 2.2% among 190,000;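 active = thallium flux slope and its plate-corrected score both differing from the plate sample mean at a set confidence after two filtering rounds, in either direction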;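 note: slope of fluorescence scaled to starting intensity during 10 to 20 s after thallium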
hK5 inh = kallikrein 5 (human) inhibition; Q9Y337; recombinant hK5, fluorogenic AMC substrate cleavage; inhibition, % at 5 µM; hit rate 0.59% among 210,000; AID 873;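 active = inhibition of 40% or more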;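 note: 0% = enzyme controls without compound and 100% = no-enzyme blanks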
EBV gp42 inh = inhibitors of Epstein-Barr virus glycoprotein 42; Q1HVG2; Fluorescence polarization binding assay, mP read-out; inhibition, % (tested at 21.74 µM); hit rate 0.42% among 220,000; AID 1085; in the data active = inhibition above about 50%
Thrombin inh = inhibitors of human thrombin. P00734. alpha-thrombin, Boc-VPR-AMC fluorogenic substrate cleavage. inhibition, % at 5 µM. hit rate 0.26% among 220,000;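 active = inhibition at or above 40%; inactive = inhibition below 40%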;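 note: 0% = enzyme with no compound and 100% = wells without enzyme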
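Assay system: human alpha-thrombin enzyme. Reagent: Boc-VPR-AMC substrate, 15 µM final. Compound dosing: one concentration per compound, 5 µM, with 0.2% DMSO. Incubation: room-temperature reaction. Technique: AMC fluorescence, 355/460 nm. Measure: % inhibition relative to enzyme controls and enzyme-free blanks.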
Rad51 HR inh = blocks human Rad51 in homologous recombination | hRad51 DNA strand exchange, fluorescence dequenching | inhibition, % at 10 µM | hit rate 0.085% among 200,000;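 active = inhibition above 40% at the single screening dose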;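 note: 0% = DMSO control wells and 100% = blanks with heterologous ssDNA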
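System: human Rad51 nucleoprotein filaments preassembled on unlabelled ssDNA. Reagent: labelled 47-mer dsDNA for strand exchange. Schedule: 30-min compound preincubation and 15-min exchange, both room temperature. Measured by: FRET fluorescence dequenching, excitation 485 nm, emission 520 nm. Read-out: Fluorescence-based percent inhibition, control- and blank-normalised. Benchmarks: plate controls and plate blanks.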
* hit, by the source's call; · = no result given; [ ] = another dose, or the depositor's remark.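 Rule for the calls, unless noted: active = inhibition above about 30% (limit read from the data); inactive = the rest.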

Every second line gives: eIF4E 4G PPI, Furin inh, NCF1 inh, 14-3-3 Bad inh, Cl transport mod, hK5 inh, EBV gp42 inh, Thrombin inh, Rad51 HR inh
O=C(NC(NC(=O)c1ccccc1)c1cccc([N+](=O)[O-])c1)c1ccccc1
    0, -25, 1, 3[fluorescence artefact?], 1.1, -6, -4, 1, -24
CCCC(=O)Nc1cc(C(=O)O)ccc1S(=O)(=O)c1ccc(Cl)cc1
    -3, -18, -4, -1, -0.32, -14, -9, 0, ·
Cc1c(Br)c([N+](=O)[O-])nn1C(C)C(=O)Nc1nccs1 (centres undefined)
    0, -10[20 µM], 2, 8, ·, -11, -1, -1, -9
CC(/C=C/c1ccc2c(c1)OCO2)=N\NC(=O)COc1ccccc1C
    -10, -17[20 µM], -21, -6, ·, -24, -17, -1, -9
Cc1ccc(F)cc1NC(=O)c1c(-c2ccccc2)noc1C
    -2[fluorescence artefact?], -22, -3, 12, -0.053, -3, -15, 2, 6
COc1cccc(C2c3[nH]c4ccccc4c3CCN2CCCn2cccn2)c1 (centres undefined)
    3, -16, 3, -13, ·, 4, -6, 1, ·
Cc1ccc(-n2c(=O)cc(N3CCCCCC3)[nH]c2=O)cc1
    2[fluorescence artefact?], -17, -12, 3[fluorescence artefact?], -0.037, 23, 8, -8, -2
CCOc1ccc(N2C(=O)/C(=C/c3cccs3)N(C)C2=S)cc1
    17, -25, -9, 7, -0.6, 1, -11, -4, 6
COc1ccccc1/C=N/NC(=O)CN(C1=NS(=O)(=O)c2ccccc21)c1ccccc1
    6, -5, -9, -9, 0.37, -22, -9, 2, 1
CC(C)OP(C)(=O)CN1CCN(CP(C)(=O)OC(C)C)CC1 (centres undefined)
    2, -22, -3, 31[fluorescence artefact?], 0.36, -4, 4, -5, 5
Cc1csc2c(NC3CCN(Cc4ccccc4)CC3)ncnc12
    1, -27, -1, 1, -0.32, 4, -1, 1, ·
CCOc1ccc(C2C(C(=O)/C=C/c3ccco3)=C(O)C(=O)N2CCN2CCOCC2)cc1OC (centres undefined)
    -2, -20, -25, -18, 0.95, -10, 0, 3, 25
c1ccc(CNCc2ccc3c(c2)OCO3)nc1
    1[fluorescence artefact?], -15[20 µM], -4, -4[fluorescence artefact?], 0.13, -15, -20, -7, 1
CC(O)Cn1ccccc1=N (centres undefined)
    ·, -13, -14, ·, ·, 5, -5, -6, -5
CCOC(=O)c1cccc(N2C(N)=NC(N)=NC2(C)C)c1
    0[fluorescence artefact?], -22, -4, 14[fluorescence artefact?], ·, 3, -9, -2, 4
O=C1NC(=S)N/C1=C/c1cccc([N+](=O)[O-])c1
    1, -2, 1, 7, -0.57, -6, -28, -4, 8
O=C1CC(N2CCN(c3cccc(C(F)(F)F)c3)CC2)C(=O)N1c1ccccc1F (centres undefined)
    -2, -13, -23, 6, ·, -18, -7, -9, 2
Cn1c(NC(=O)C[n+]2cc(-c3ccc(Cl)cc3)n3c2CCC3)cc(=O)n(C)c1=O
    0, -30, -14, -8, -0.29, -11, -14, 1, 15
COc1ccc(CCN(C)Cc2ccc(OCc3ccccc3)c(OC)c2)cc1OC
    0, -18[20 µM], -1, 41, -1, 1, 3, -5, -3
S=C(Nc1ccc2nccnc2c1)N1CCOCC1
    0, -17, 3, -8, 1.3, -5, 7, -9, 2
Cn1nc(C(F)(F)F)c(-c2cccc(C(F)(F)F)c2)c1NC(=O)Nc1ccc(F)cc1
    -1, -5, -9, -7, 0.84, -1, 9, -3, -2
CNc1oc(Cc2ccccc2)nc1S(=O)(=O)c1ccccc1
    14, -23[20 µM], 8, -9[fluorescence artefact?], 0.66, -4, 3, -1, ·
C=CCOc1c(Br)cc(/C=N/NC(=O)Cc2ccc(C(F)(F)F)cc2[N+](=O)[O-])cc1OC
    -2, -16, -3, -8[fluorescence artefact?], 0.73, 0, -5, 3, ·
COc1ccc(C(=O)/C=C/c2ccc(OC3CSC3)cc2)cc1
    3, -4, 4, -23[fluorescence artefact?], 0.013, -24, -6, -6, 7
COc1ccc(N2CCN(C(=O)CN(C)S(=O)(=O)c3cnc[nH]3)CC2)cc1
    1, -12, -4, -4[fluorescence artefact?], 1.1, -15, 0, -4, ·
COCC(=O)Nc1ccccc1C(=O)NC(C)C
    -5, -5[20 µM], -9, 14, ·, 0, -10, -2, 3
S=C(NCc1cccs1)Nc1ccccc1Cl
    1, -39, -13, -3, -0.25, -9, 3, -6, -1
COC(=O)C1=C(N)Oc2cc(C)oc(=O)c2C1c1cccnc1 (centres undefined)
    -2, -12, 7, 1, -0.75, -21, -2, -12, -6
COc1ccccc1OCCNC1CCCC1
    4, -14[20 µM], 1, 8, -0.009, -8, -21, 0, 4
CCCCCC(O)CCc1n[nH]c(=S)n1-c1ccccc1 (centres undefined)
    -4, -24[20 µM], -9, -14, 0.28, 2, -13, 4, -5

A portion from further up, for reference:
Every second line gives: eIF4E 4G PPI, Furin inh, NCF1 inh, 14-3-3 Bad inh, Cl transport mod, hK5 inh, EBV gp42 inh, Thrombin inh, Rad51 HR inh
Cn1nc(C(F)(F)F)c(-c2cccc(C(F)(F)F)c2)c1NC(=O)Nc1ccc(F)cc1
    -1, -5, -9, -7, 0.84, -1, 9, -3, -2
CNc1oc(Cc2ccccc2)nc1S(=O)(=O)c1ccccc1
    14, -23[20 µM], 8, -9[fluorescence artefact?], 0.66, -4, 3, -1, ·
C=CCOc1c(Br)cc(/C=N/NC(=O)Cc2ccc(C(F)(F)F)cc2[N+](=O)[O-])cc1OC
    -2, -16, -3, -8[fluorescence artefact?], 0.73, 0, -5, 3, ·

Remaining list, next part.
Every second line gives: eIF4E 4G PPI, Furin inh, NCF1 inh, 14-3-3 Bad inh, Cl transport mod, hK5 inh, EBV gp42 inh, Thrombin inh, Rad51 HR inh
CN1/C(=C\C(=O)CSc2ncn[nH]2)C(C)(C)c2ccccc21
    -4, 6, -20, 0, -0.0019, -8, -12, 1, 12
Cc1cccc(-c2cc3nc(C)cc(C)n3n2)c1
    3, -8, -8, 11, -0.31, 21, -13, 4, -6
Cc1nc(=O)c(-c2ccccc2)c(C)n1-c1ccccc1O
    -3, -13, 0, 9[fluorescence artefact?], 0.99, -1, -6, -1, 12
Cc1ccc(-n2c(=O)[nH]cc(C(=O)N3CCc4ccccc43)c2=O)cc1
    -5, -19, -4, -3, ·, 4, -6, 1, -1
Nc1nc2n(n1)C(c1ccco1)CC(c1ccc(Cl)cc1Cl)N2 (centres undefined)
    -4, -21, -14, -3, 0.053, -9, -6, -2, ·
c1ccc(CSc2nnc(-c3cccnc3)o2)cc1
    3, -19[20 µM], -13, -1, -0.057, -7, -10, 3, 11
COC(=O)c1cccc(NC(=S)NCc2ccc(Cl)cc2)c1
    -4, -38[20 µM], -6, -14, ·, -21, 1, 0, 10
COc1ccccc1C=NC(CO)C(O)c1ccc([N+](=O)[O-])cc1 (centres undefined)
    -2[fluorescence artefact?], -12[20 µM], 0, 4[fluorescence artefact?], 0.61, -3, -2, -1, 7
COc1ccc(N(CCC(=O)O)S(=O)(=O)c2ccc(C)c(C)c2)cc1
    -3, -10, 1, -1, 0.088, 1, -21, -1, ·
CCCS(=O)(=O)N1CCN(S(=O)(=O)c2ccc(F)cc2)CC1
    0, -18[20 µM], -10, 6[fluorescence artefact?], ·, -10, -5, 4, 14
CCCCCCc1nc2ccccc2c(=O)n1N
    5, -17, 0, -7, ·, -11, 3, -5, 6
Cc1ccc(-c2nnc(-c3ccccc3)c(-c3ccccc3)n2)cc1
    -2[fluorescence artefact?], -12, 0, 13, -0.43, 0, -10, -8, 3
C=C(C)c1cccc(C(C)(C)NC(=O)Nc2ccc3[nH]c(=O)[nH]c3c2)c1
    9, -16, -11, -3, 0.72, -1, -8, -3, 6
N#C/C(=C\c1ccc(OC(=O)c2cccs2)cc1)c1nc2ccccc2[nH]1
    -11, -9, -24, -17[fluorescence artefact?], 0.67, -17, -2, -12, -2
CC(C)(C)C1CCc2c(sc(NC(=O)c3cccs3)c2C(=O)N2CCCCC2)C1 (centres undefined)
    -7, -12[20 µM], -20, -2, ·, -7, 11, -3, 4
N=C1S/C(=C\c2cccc3ccccc23)C(=O)N1c1ccc(F)cc1
    -5, -26, -24, -7[fluorescence artefact?], -0.12, -21, -4, -4, ·
CSc1ccc(NC(=O)Nc2ccccc2C(N)=O)cc1
    -5, -13, -9, -1, 0.81, -7, -12, -4, 6
CCCCCC(=O)Nc1cccc(C2=NOC3(C2)C[C@@H](C(N)=O)N(C(=O)C2(C)CC2)C3)c1 (some centres undefined)
    -1, -28, -7, 2, -0.41, 2, -20, -1, -10
CCn1c(SCC(=O)Nc2cc(OC)c(OC)c(OC)c2)nnc1-c1cccs1
    5, -31, -14, 5, ·, -8, -13, 1, 1
COc1ccc2c(Cl)c(C(=O)N/N=C3\CCCC(=O)C3)sc2c1
    -1, -15, -54, -10, 0.7, -3, -81, -3, -215
Cc1cc(=O)[nH]c(SCC(=O)N2CCc3ccccc3C2)n1
    1[fluorescence artefact?], -37[20 µM], -11, 9[fluorescence artefact?], ·, 11, 2, 3, 0
O=C(NCc1cccs1)c1ccc2c(c1)OCCO2
    10, -26[20 µM], 4, -1, ·, -6, -17, -3, -4
C=CCNC(=O)C1CC2Cn3c(nc4ccccc43)C2N1C (centres undefined)
    -2, -16, -6, 1, 0.13, 0, -8, -3, 6
COCCNC(=O)CN(Cc1ccc2c(c1)OCO2)C(=O)CCC(=O)Nc1nccs1
    2, -7, -13, -2, 1.5, -9, -14, 6, 19
O=c1c2ccccc2nnn1-c1ccc(Br)cc1
    0, -27, -4, -5, 0.27, 3, -8, -2, ·
Cc1ccc2nc(Cl)c(CNCc3ccccc3)cc2c1
    -3, -40, 8, -25, -0.77, 1, 5, -19, 6
CCOC(=O)Cn1c(=O)c(-c2ccccc2N)nc2ccccc21
    -16, -15, 0, 0, -0.26, 2, -11, -2, 4
N#Cc1cnn(-c2nc(SCc3ccccc3)nc3sc4c(c23)CCCC4)c1N
    -12, -2, -14, 17, ·, 6, -4, -6, 3
CC(C)Cn1c([N+](=O)[O-])nc2c1c(=O)[nH]c(=O)n2C
    -1, -8, 6, 7, -1.2, 1, -10, 0, -2
Nc1ccc2cn[nH]c2c1
    3, -10, 0, 1, 0.74, -8, -7, ·, -6
COc1ccc(Cc2nnc(N/N=C/c3ccc(O)cc3)[nH]c2=O)cc1OC
    5, -7, -7, -1, -1.5, -69, -12, -9, -7

Compound activity from PubChem BioAssay.
